uPA generation: blocks generation of uPA at the cell surface; cell surface uPA generation assay, qHTS; Potency, µM (titrated, usually from 38.3 µM), without a hit: at the highest dose activity change, negative = inhibition, hits mostly inhibitors; 0.31% of 330,000 active; AID 540303; active = well fitted inhibition curve with a large enough effect; inconclusive = small, poorly fitted or top-dose-only effect; inactive = no such curve, though single readings can be large or run the other way; tested in mouse RAW 264.7 cells; note: potency is the fitted concentration of half-maximal effect; % is set by controls: 0 for no effect and ±100 for the full control effect; nearly all actives have a fitted effect of over 55% in size
p53 reactivator: restores transcriptional activity of mutant p53; H1299 p53-A138V BP100-luciferase reporter, luminescence, 24 h; Potency, µM (doses to about 92.2 µM), inactives show top-dose activity change, positive = activation, hits mostly activators; 0.063% of 320,000 active; AID 504706; note: potency is the fitted concentration of half-maximal effect; % of control where 0% means no effect; nearly all actives have a fitted effect of over 45% in size
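H1299 (p53-null), stable ts p53-A138V + BP100-Luc; 1000 cells/well, Opti-MEM/10% FBS; cpd 4 pt, 1:5; 24 h, 37 deg C, 5% CO2; detection reagent 10 min RT; luminescence.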
S-ASM inh: human S-ASM enzyme inhibition | placental ASM, HMU-PC fluorogenic substrate, 60 min | Potency, µM (doses to about 57.5 µM), without a hit: top-dose activity change, negative = inhibition, hits mostly inhibitors | 0.006% of 340,000 active; note: potency is the fitted concentration of half-maximal effect
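HMU-PC0 cleavage (9 uM final) by human placental ASM, 60 min at 37 °C following 10 min compound exposure at RT; stopped at pH 10, fluorescence Ex 386/Em 447 nm.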
B2AR arrestin: beta2AR (human) beta-arrestin recruitment activity; P07550; beta-arrestin recruitment to beta2AR, cell-based reporter; Potency, µM (top dose mostly 46.1 µM), for the others: at the highest dose activation, actives largely listed as activators; 0.02% of 330,000 active; AID 492947;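 note: potency is the fitted concentration of half-maximal effect; 0% = DMSO controls and full agonism = EC100 isoproterenol or metaproterenol; nearly all actives have a fitted effect of over 65% in size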
Target sequence (P07550 whole entry, looked up): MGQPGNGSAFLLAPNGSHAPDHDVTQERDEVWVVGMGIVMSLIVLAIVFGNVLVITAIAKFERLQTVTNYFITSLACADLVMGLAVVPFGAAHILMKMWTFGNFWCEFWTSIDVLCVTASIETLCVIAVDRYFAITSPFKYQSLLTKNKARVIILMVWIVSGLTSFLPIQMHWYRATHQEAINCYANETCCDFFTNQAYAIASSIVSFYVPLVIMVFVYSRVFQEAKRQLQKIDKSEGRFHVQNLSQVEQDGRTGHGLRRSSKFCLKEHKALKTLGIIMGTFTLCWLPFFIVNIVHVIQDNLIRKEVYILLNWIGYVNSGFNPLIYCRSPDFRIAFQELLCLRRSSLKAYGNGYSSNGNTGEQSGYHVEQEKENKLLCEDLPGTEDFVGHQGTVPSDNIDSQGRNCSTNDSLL
Eya2 phos inh: blocks the phosphatase activity of human Eya2; O00167; recombinant Eya2, OMFP fluorescence dephosphorylation (OMFP is methylfluorescein phosphate); Potency, µM (highest dose often 76.9 µM), without a hit: at the highest dose activity, negative = inhibition, hits mostly inhibitors; 0.006% of 330,000 active; AID 488837; note: potency is the fitted concentration of half-maximal effect; % is set by controls: 0 for no effect and ±100 for the full control effect
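Eya2 protein (added as 0.2 uM solution) was preincubated with compound for 10 min at ambient temperature in 50 mM HEPES pH 7.5, 50 mM NaCl, 5 uM MgCl2, 0.05% BSA, 1 mM DTT. OMFP (added at 50 uM) then reacted 10 min; fluorescence read at 485/525 nm.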
USP2a block: inhibitors of human ubiquitin-specific protease USP2a; Potency, µM (top dose mostly 38.3 µM), for the others: at the highest dose activity change, negative = inhibition, actives largely listed as inhibitors; AID 463254; USP2 core, Ub-CHOP2 coupled fluorogenic reporter, 485/531; 0.01% of 330,000 active;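 note: potency is the fitted concentration of half-maximal effect; plate controls were DMSO wells for no effect and full inhibition by NEM control for full effect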
Target sequence (O75604 whole entry, looked up): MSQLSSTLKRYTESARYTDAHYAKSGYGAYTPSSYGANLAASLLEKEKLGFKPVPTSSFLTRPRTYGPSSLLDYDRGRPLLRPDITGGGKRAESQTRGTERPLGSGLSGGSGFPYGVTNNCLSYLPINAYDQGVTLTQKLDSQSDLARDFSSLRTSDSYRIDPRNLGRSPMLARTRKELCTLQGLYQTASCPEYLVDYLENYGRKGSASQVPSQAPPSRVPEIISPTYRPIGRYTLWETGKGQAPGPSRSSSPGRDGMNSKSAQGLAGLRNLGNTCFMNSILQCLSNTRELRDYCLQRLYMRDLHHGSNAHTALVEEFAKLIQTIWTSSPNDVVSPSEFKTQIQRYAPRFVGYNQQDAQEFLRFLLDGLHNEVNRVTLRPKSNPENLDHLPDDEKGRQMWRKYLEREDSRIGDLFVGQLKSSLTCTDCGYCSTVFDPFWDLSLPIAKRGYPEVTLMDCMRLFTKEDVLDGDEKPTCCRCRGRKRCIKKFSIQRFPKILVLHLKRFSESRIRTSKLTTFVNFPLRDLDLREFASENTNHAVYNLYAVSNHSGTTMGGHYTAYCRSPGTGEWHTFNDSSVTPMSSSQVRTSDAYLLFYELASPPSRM
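Cell-free coupled assay: 10nM USP2 core preincubated 30min RT with compound in Tris-HCl pH 8.0/CaCl2/CHAPS buffer, then 25nM Ub-CHOP2 and 25nM reporter substrate; fluorescence (Ex 485/Em 531) read after 60min RT, normalized to NEM inhibition, concentration-response curves fitted.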
ELG1 genotox: induces genotoxicity in HEK293T cells with luciferase-tagged ELG1; 1.3% of 330,000 active; HEK293T ELG1-luciferase reporter, luminescence, 16 h; Potency, µM (doses to about 46 µM), inactives show at the top dose activity change, positive = activation, most hits filed as activators; AID 504466; note: potency is the fitted concentration of half-maximal effect; % of control where 0% means no effect; nearly all actives have a fitted effect of over 60% in size
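DMSO vehicle served as control against compound-treated ELG1-luciferase HEK293T cells; exposure lasted 16 hr at 37 °C and 5% CO2, followed by ONE-Glo luminescence detection after 30 min.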
TRPV1 ag: agonists of human vanilloid receptor 1 (TRPV1). Q8NER1. TRPV1-expressing cells, Fluo-8 calcium influx, agonist mode. activation, % at 8.33 µM. 0.19% of 320,000 active. AID 540275; in the data active = activation above about 80%; inconclusive = between about 30% and that limit; note: 0% is about no effect
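Fluo-8 calcium influx in TRPV1-expressing cells, kinetic read (ex 480/em 520 nm). Compound added and read 3 min for agonist activity, followed by capsaicin at EC20 final and 2 min further read for enhancement.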
TSG101-PTAP inh: blocks PTAP/TSG101 interaction to inhibit HIV-1 budding; Q99816; Fluorescence polarization, FITC-PTAP peptide / Tsg101 binding; Potency, µM (series often up to 115 µM), for the others: top-dose activity change, negative = inhibition, usual class: inhibitors; 340,000 tested, under 10 active; active = well fitted inhibition curve with a large enough effect in the main read-out, with a control signal flat, not every such curve was filed as active; inconclusive = small, poorly fitted or top-dose-only effect, or effect the other way, or a change in a side signal; inactive = no such curve, though single readings can be large or run the other way; note: potency is the fitted concentration of half-maximal effect; % of control where 0% means no effect
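Fluorescence anisotropy tracks displacement of a FITC-tagged PTAP peptide (50 nM) from the Tsg101 binding domain (10 uM), following a 20 min room-temperature incubation at pH 7.5.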
a7 integrin act: activates integrin-mediated alleviation for muscular dystrophy | 0.064% of 350,000 active | alpha7betagal myoblasts, beta-gal FDG fluorescence, 48 h | Potency, µM (titrated, usually from 38.3 µM), without a hit: at the highest dose activation, usual class: activators;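 note: potency is the fitted concentration of half-maximal effect; 100% = response of the positive control SU9516; nearly all actives have a fitted effect of over 60% in size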
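alpha7betagal+/- myoblasts (passage 13, 250/well) treated 48 h at 37C with compounds at 1:260 dilution of DMSO stock. Lysed, then beta-galactosidase activity read as FDG fluorescence (ex 480/em 540) after 30 min, with pre-read for autofluorescence.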
BRCA1 expr act: BRCA1 expression activation; MCF7-BRCA1-FFLuc reporter, luminescence, 48 h; response scale: scaled: vehicle 0%, 10 µM genistein 100%; Potency, µM (titrated, usually from 46.1 µM), for inactives: at the highest dose activation, hits mostly activators; 1.1% of 380,000 active; AID 624202; note: potency is the fitted concentration of half-maximal effect; nearly all actives have a fitted effect of over 80% in size; some results filed as inactive show a strong effect at the top dose
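48 h compound treatment of MCF7-BRCA1-FFLuc cells (phenol-red free MEM, 37 °C), then 15 min with luciferase substrate and luminescence imaging.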
The depositor's hits bear a star; u = inconclusive; x = not tested or not shown; & = joins results of further samples; [ ] = remark or other dose. Unless noted, calls come from the whole dose curve; as a rule, active = well fitted curve in the direction sought with a large enough effect; inconclusive = small, poorly fitted or top-dose-only effect, or another doubt; inactive = no such curve, though single readings can be large; an effect the other way counts as inactive or inconclusive. Random draw from the library; any-hit rate near 2.6%.

SMILES	uPA generation	p53 reactivator	S-ASM inh	B2AR arrestin	Eya2 phos inh	USP2a block	ELG1 genotox	TRPV1 ag	TSG101-PTAP inh	a7 integrin act	BRCA1 expr act
CN(C)CCNCCCOc1ccccc1-c1ccccc1	x	-5.6%	x	-0.3%	-6.8%	-0.8%	-5.7%	-0.5	x	x	x
COc1ccc(OCc2nnc3n2N=C(c2ccc(C)cc2)CS3)cc1	-0.3%	-7.1%	u	-0.3%	3.5%	5.6%	3.9%	u	2.8%	5.4%	-20.0%
O=C(N/C(=C/C=C/c1ccccc1)C(=O)N1CCOCC1)c1ccccc1Br	0.3%	-0.7%	-3.3%	-0.3%	-5.2%	0.2%	-1.6%	4.8	-0.7%	4.6%	-10.8%
C/C(=N\NC(=O)c1ccccc1O)c1cccc(NC(=O)c2ccccc2)c1	u	6.7%	-10.4%	0.1%	-1.8%	-1.7%	2.1%	u	0.2%	-22.4%	-1.8%
O=C1C=CC(=O)N1c1ccc(OC(F)F)cc1	-9.7%	-15.7%	3.1%	-0.3%	12.7%	1.9%	-6.2%	2.0	-3.5%	-47.8%[inhibitor]	-91.2%
CCOc1cc(C(=O)NCCCn2ccnc2)cc(OCC)c1OCC	-0.5%	-6.8%	4.1%	-0.9%	0.5%	0.4%	0.7%	-0.6	-0.2%	-4.4%	-16.7%
Cc1nc2ccccc2c(=O)n1Nc1cccc(Cl)c1	7.8%	4.6%	-1.8%	-1.1%	0.7%	-1.5%	-1.9%	12.6	-2.8%	16.7%	-3.0%
OCCC1CN(Cc2ccc(F)cc2)CCN1CCCc1ccccc1 (configuration not stated)	-9.5%	1.9%	3.9%	0.8%	0.8%	0.3%	-1.9%	1.9	0.2%	-18.0%	-1.1%
COc1ccc(-c2noc(Cc3ccccc3OC)n2)cc1	3.1%	u	-0.4%	-0.9%	25.4%	0.3%	u	11.7	-3.4%	-9.5%	92.7%
CC(NC(=O)c1ccc2c(c1)OCO2)c1cccc(C(F)(F)F)c1 (configuration not stated)	5.6%	2.8%	-1.0%	-0.2%	-5.6%	4.0%	1.2%	u	-5.2%	-12.4%	3.5%
CCOC(=O)C1=NNC2(c3ccc(Cl)cc3)C(=O)N(c3ccc(C)cc3)C(=O)C12 (configuration not stated)	-11.0%	-2.3%	-3.5%	-0.2%	2.2%	2.0%	2.5%	15.3	-1.7%	32.5%	-2.1%
Cc1c(CC(=O)N[C@@H](C)C(=O)O)c(=O)oc2cc3c(cc12)CCC(C)(C)O3	4.0%	5.2%	29.7%	0.1%	-5.7%	0.4%	-0.1%	3.8	-7.3%	4.9%	0.4%
Cc1ccc2c(c1)NC(=O)C(CC(=O)NC1CCCCC1C)O2 (configuration not stated)	6.3%	-3.3%	-0.8%	0.3%	-1.5%	-0.6%	-0.1%	1.3	-1.3%	-14.7%	5.8%
C#CCOCCOCCOCCNc1nc(N2CCN(C(=O)[C@H](CC(N)=O)n3cc(C(N)[C@@H](C)CC)nn3)CC2)nc(N2CCN(C(=O)[C@H](CCCCN)n3cc([C@@H](N)CC(N)=O)nn3)CC2)n1 (some centres not stated)	2.0%	-1.6%	12.0%	0.0%	-1.4%	2.1%	2.6%	x	-0.6%	10.3%	-8.0%
Cc1ccc(O)c(NC(=O)c2ccc3c(c2)C(=O)N(Cc2ccco2)C3=O)c1	10.6%	-5.7%	-1.3%	0.3%	0.2%	0.7%	-2.8%	11.8	-2.6%	24.4%	-22.7%
COc1cccc(/C=C2/Sc3ccc(C(=O)NCCCN4CCCC4)cc3NC2=O)c1	-11.4%	3.2%	-5.9%	-1.6%	-11.9%	2.1%	3.0%[9.26 µM]	1.9	-2.8%	-57.6%[inhibitor]	-54.9%
COCCNC(=S)N=Nc1c(O)[nH]c2c(C)cc(C)cc12	-12.5%	-0.1%	-7.9%	-0.2%	-13.7%	1.3%	6.1%	1.9	-0.1%	-4.7%	-28.4%
O=C(CSC1=NC(=O)C(Cc2ccccc2)C(=O)N1)Nc1ncc(Br)cc1Br (configuration not stated)	6.2%	-2.1%	-2.0%	-0.3%	-1.3%	5.1%	u	2.7	-4.8%	39.7%	5.9%
COc1cc(CN2CCN(Cc3ccc([N+](=O)[O-])cc3)CC2)c([N+](=O)[O-])cc1OC	-18.4%	0.7%	-2.4%	-0.1%	11.9%	1.8%	-7.6%	-0.8	0.6%	-18.7%	-31.2%
O=C(NCCc1ccccc1)C1CCCN1S(=O)(=O)c1ccccc1 (configuration not stated)	-1.4%	-2.5%	2.6%	0.3%	-3.1%	2.2%	-4.4%	-1.8	-5.8%	15.5%	-1.6%

One compound at a time, as listed above. Order of values: uPA generation, p53 reactivator, S-ASM inh, B2AR arrestin, Eya2 phos inh, USP2a block, ELG1 genotox, TRPV1 ag, TSG101-PTAP inh, a7 integrin act, BRCA1 expr act
Cc1nc2ccccc2c(=O)n1Nc1cccc(Cl)c1 is listed as 7.8%, 4.6%, -1.8%, -1.1%, 0.7%, -1.5%, -1.9%, 12.6, -2.8%, 16.7%, -3.0%
C/C(=N\NC(=O)c1ccccc1O)c1cccc(NC(=O)c2ccccc2)c1 is listed as u, 6.7%, -10.4%, 0.1%, -1.8%, -1.7%, 2.1%, u, 0.2%, -22.4%, -1.8%

Next part
SMILES	uPA generation	p53 reactivator	S-ASM inh	B2AR arrestin	Eya2 phos inh	USP2a block	ELG1 genotox	TRPV1 ag	TSG101-PTAP inh	a7 integrin act	BRCA1 expr act
CC(=NNC(=S)Nc1ccccc1Cl)c1ccccn1	-10.2%	x	-1.2%	x	x	x	x	x	-3.4%	-20.1%	u
COc1ccc2sc(-c3ccc(SC)cc3)c(C#CCO)c2c1	6.0%	15.0%	86.5%[activator]	0.0%	0.3%	-1.4%	0.0%	x	-3.9%	-30.0%	-35.5%
O=c1[nH]nc(SCc2nnc(-c3ccc([N+](=O)[O-])cc3)o2)n1C1CCCCC1	-3.9%	4.0%	-2.9%	0.4%	10.2%	-0.7%	-4.9%	1.9	0.5%	-24.8%	-12.2%
O=c1oc(Cl)c(Cl)c2ccccc12	-3.8%	3.3%	5.8%	-0.1%	3.6%&0.0%	2.4%	13.0%	-2.6	-4.2%	x	18.4%
Cc1ccc(-n2c(-c3cnccn3)n[nH]c2=S)c(Br)c1	-3.1%	7.2%	5.2%	-0.1%	-4.6%	1.9%	-1.1%	1.8	-2.6%	-12.2%	-0.5%
CC(C)(C)c1nnc(NC(=O)NS(=O)(=O)c2ccccc2)s1	-1.2%	-0.5%	5.9%	0.2%	-2.0%	-0.1%	0.2%	-4.0	-3.2%	-15.0%	10.1%
NC(=O)C1(N2CCCCC2)CCN(C(=O)CSc2nc(C(F)(F)F)cc(=O)[nH]2)CC1	5.3%	10.7%	8.1%	-0.6%	10.4%	-1.9%	-2.5%	-1.6	-9.2%	22.9%	-32.8%
Cc1cc(C)c2c(N)c(-c3nnc(SCc4ccc(Cl)cc4)n3C)sc2n1	4.1%	3.9%	62.8%[activator]	-0.4%	u	3.3%	-1.2%	-3.6	0.4%	19.1%	1.5%
CCN(CC)CCCNC(=O)CSc1c2c(nc3cc(Cl)ccc13)CCCC2	-8.9%	-13.5%	-0.1%	0.0%	-2.8%	-1.0%	-7.2%	5.2&2.1	-7.3%	-68.2%[inhibitor]	-100.5%&-72.9%[inhibitor]
OCC[C@@H]1C[C@@H](O)[C@H](O)[C@@]2(OCCc3ccccc32)O1	7.7%	x	0.0%	0.1%	4.9%	1.4%	3.4%	2.2	-4.1%	-4.0%	8.5%
CCOc1nc(-c2ccccc2)ccc1-c1noc(-c2cccnc2)n1	1.0%	x	19.3%	x	x	x	x	x	2.8%	0.8%	4.7%
Cc1ccc(S(=O)(=O)NC(=O)Nc2ccc(F)c(F)c2)cc1	-1.3%	-4.0%	-2.8%	-0.4%	-12.3%	-1.6%	0.3%	-0.5	-5.1%	-13.5%	-14.8%
COc1ccc(Br)cc1C(=O)NC(=S)Nc1cc(-c2nc3ccccc3[nH]2)ccc1C	3.2%	19.3%	-7.4%	-0.9%	-0.5%	4.2%	0.5%	2.3	-6.5%	2.7%	1.1%
NCCCn1cnc2ccccc21	-4.4%	-1.0%	-2.0%	-0.3%	10.9%	1.9%	-1.0%	0.5	-3.7%	-10.3%	-17.1%
CC(NC(=O)OC(C)(C)C)C(=O)Oc1cc2oc(=O)cc(-c3ccccc3)c2cc1Cl (configuration not stated)	-8.0%	5.6%	42.0%	0.3%	-10.1%	0.9%	-40.5%[inhibitor]	5.4	-6.5%	23.8%	7.3%
COc1ccc(NC(=O)c2ccc3c(c2)OCO3)cc1Cl	-10.9%	u	1.1%	-0.3%	3.7%	-2.1%	u	u	-0.6%	-6.3%	u
